# Bioassay records as filed in PubChem.
# B2AR arrestin – recruits beta-arrestin to the human beta2-adrenergic receptor; P07550; beta-arrestin recruitment to beta2AR, cell-based reporter; Potency, µM (highest dose often 46.1 µM), for inactives: at the highest dose activation, usual class: activators; actives 0.02% (n = 330,000);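 note: potency is the fitted concentration of half-maximal effect; 0% = DMSO controls and full agonism = EC100 isoproterenol or metaproterenol; nearly all actives have a fitted effect of over 65% in size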
# Target sequence (P07550 whole entry, looked up): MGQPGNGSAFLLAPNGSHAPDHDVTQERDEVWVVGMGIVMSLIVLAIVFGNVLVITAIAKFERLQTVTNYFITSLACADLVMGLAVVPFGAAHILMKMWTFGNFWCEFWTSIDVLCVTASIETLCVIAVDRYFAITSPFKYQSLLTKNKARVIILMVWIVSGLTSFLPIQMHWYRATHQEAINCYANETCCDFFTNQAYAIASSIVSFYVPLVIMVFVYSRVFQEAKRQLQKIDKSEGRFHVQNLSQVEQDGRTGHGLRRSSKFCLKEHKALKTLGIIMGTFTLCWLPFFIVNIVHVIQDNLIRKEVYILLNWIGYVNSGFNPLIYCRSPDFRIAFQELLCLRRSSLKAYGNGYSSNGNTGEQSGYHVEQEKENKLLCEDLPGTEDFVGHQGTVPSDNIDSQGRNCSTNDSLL
# USP2a block – blocks human ubiquitin-specific protease USP2a | actives 0.01% (n = 330,000) | Potency, µM (titrated, usually from 38.3 µM), for inactives: at the top dose activity change, negative = inhibition, most hits filed as inhibitors | USP2 core, Ub-CHOP2 coupled fluorogenic reporter, 485/531;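 note: potency is the fitted concentration of half-maximal effect; plate controls were DMSO wells for no effect and full inhibition by NEM control for full effect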
#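 Cell-free coupled assay: 10nM USP2 core preincubated 30min RT with compound in Tris-HCl pH 8.0/CaCl2/CHAPS buffer, then 25nM Ub-CHOP2 and 25nM reporter substrate; fluorescence (Ex 485/Em 531) read after 60min RT, normalized to NEM inhibition, concentration-response curves fitted.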
# Coupling enz – coupling enzyme interference in Giardia aldolase counter-screen; actives 0.67% (n = 290,000); AID 2472; coupling enzyme system counterscreen, AmpLite Red fluorescence; activity change, negative = inhibition, % at 58.2 µM, hits read low; in the data active = activity change below about -30%; note: % is set by controls: 0 for no effect and ±100 for the full control effect
#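 Counterscreen of the coupled detection system alone, without aldolase: glyceraldehyde-3-phosphate coupling enzymes plus AmpLite Red readout. Compounds at 57.5 uM final, 10 min RT preincubation, 20 min RT reaction, fluorescence 525/598 nm.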
# PKM2 activator – PKM2 (human) enzyme activation; actives 0.34% (n = 260,000); AID 1631; Potency, µM (top dose mostly 57.5 µM), for inactives: at the top dose activation, most hits filed as activators; P14618; purified PKM2, Kinase-Glo ATP luminescence, activation; response scale: 0% is enzyme alone, no compound; note: potency is the fitted concentration of half-maximal effect; % is set by controls: 0 for no effect and ±100 for the full control effect; nearly all actives have a fitted effect of over 55% in size
#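 hPK-M2, >95% pure; 0.1 mM ADP / 0.5 mM PEP final; imidazole pH7.2 buffer w/ 7 mM MgCl2, 50 mM KCl; 1 h RT; Kinase-Glo lum. Intermediate enzyme activity for dual inhibitor/activator qHTS.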
# KCNH2 3.1 block – blocks the human KCNH2 3.1 channel isoform | U2OS KCNH2 3.1, thallium flux FluxOr; stronger effect = lower value | activity change, % (tested at about 1.8 µM) | actives 0.95% (n = 340,000) | AID 720553;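 active = maximum activity change below -70%; inconclusive = maximum activity change from -70% to -50%; inactive = maximum activity change above -50%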;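 note: thallium influx rate constant from kinetic fluorescence after stimulation buffer; % is set by controls: 0 for no effect and ±100 for the full control effect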
#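 Steps: virus added to U2OS suspension (4 h, RT, dark); medium with 10% FBS added, cells plated, 37 C overnight; FluxOr/Red40 loading buffer 45 min RT; stimulation buffer, 2 min kinetic read; rate constant normalized.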
# GALK inhibitor – blocks human galactokinase activity. Purified GALK, Kinase-Glo residual ATP luminescence. Potency, µM (series often up to 57.5 µM), for inactives: top-dose activity change, negative = inhibition, most hits filed as inhibitors. actives 0.007% (n = 270,000). AID 1868; note: potency is the fitted concentration of half-maximal effect; % is set by controls: 0 for no effect and ±100 for the full control effect
#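 Quantitative HTS: GALK 5 nM, ATP 35 uM, galactose 100 uM, 1 h room temperature, then luciferase-based ATP detection.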
# Giardia killer – Giardia lamblia killing; AID 540267; actives 0.15% (n = 340,000); Giardia lamblia trophozoite viability; activity change, % at 7.66 µM, hits read low; in the data active = activity change below about -80%; inconclusive = between about -30% and that limit;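 note: parasites exposed to compound for two days anaerobically before the ATP read; % is set by controls: 0 for no effect and ±100 for the full control effect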
#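 ATP-content bioluminescence gauges trophozoite survival. Cells (100/well) receive compound and incubate anaerobically for 48 hrs at 37 deg C; detection reagent follows for 15-30 min at room temperature.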
# TRPV1 agonist – agonists of human vanilloid receptor 1 (TRPV1); Q8NER1; TRPV1-expressing cells, Fluo-8 calcium influx, agonist mode; activation, % at 8.33 µM; actives 0.19% (n = 320,000); AID 540275; in the data active = activation above about 80%; inconclusive = between about 30% and that limit; note: 0% is about no effect
#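 TRPV1-expressing cells were cultured overnight at 35.5C and loaded with Fluo-8 calcium dye for 40 to 90 min at room temperature. After a 10 s baseline, compound was added and calcium influx was read kinetically for 3 min (ex 480/em 520 nm).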
# Menin-MLL TR inh – menin-MLL binding inhibition, Texas Red mutant peptide; actives 0.23% (n = 270,000); Potency, µM (series often up to 61.6 µM), for the others: top-dose FP activity change, negative = inhibition, usual class: inhibitors; AID 1768; Menin + Texas Red MLL mutant peptide, fluorescence polarization; active = well fitted inhibition curve with a large enough effect in the polarisation, with a control signal flat, not every such curve was filed as active; inconclusive = small, poorly fitted or top-dose-only effect, or effect the other way, or a change in a side signal; inactive = no such curve, though single readings can be large or run the other way; the % refers to the polarisation; note: potency is the fitted concentration of half-maximal effect; % of control where 0% means no effect; many of its hits are not listed in these tables
# Target sequence (O00255 whole entry, looked up): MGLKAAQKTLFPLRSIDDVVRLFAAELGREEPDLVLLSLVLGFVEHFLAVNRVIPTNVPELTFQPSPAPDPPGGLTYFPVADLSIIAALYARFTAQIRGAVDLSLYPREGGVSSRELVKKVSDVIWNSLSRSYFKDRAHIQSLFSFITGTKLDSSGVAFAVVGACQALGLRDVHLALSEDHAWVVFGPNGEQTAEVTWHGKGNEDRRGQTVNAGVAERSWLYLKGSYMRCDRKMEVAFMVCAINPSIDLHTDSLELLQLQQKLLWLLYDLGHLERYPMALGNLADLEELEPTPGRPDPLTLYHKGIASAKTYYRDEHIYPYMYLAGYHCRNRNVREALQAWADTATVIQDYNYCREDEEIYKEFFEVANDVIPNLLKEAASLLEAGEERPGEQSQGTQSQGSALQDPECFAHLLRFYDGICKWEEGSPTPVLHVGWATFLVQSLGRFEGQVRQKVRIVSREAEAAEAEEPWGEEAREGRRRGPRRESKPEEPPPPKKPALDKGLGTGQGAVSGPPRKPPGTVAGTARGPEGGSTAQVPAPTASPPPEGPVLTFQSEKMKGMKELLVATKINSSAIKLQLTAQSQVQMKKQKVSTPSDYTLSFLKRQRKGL
# KCNH2 WT inh – KCNH2 (human, wildtype) channel inhibition | Q12809 | U2OS, BacMam KCNH2, thallium flux FluxOr; stronger effect = lower value | activity change, % at 1.84 µM | actives 0.37% (n = 340,000) | AID 720551;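 active = maximum activity change below -70%; inconclusive = maximum activity change between -70% and -50%; inactive = maximum activity change above -50%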; note: % is set by controls: 0 for no effect and ±100 for the full control effect
#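 U2OS cells were transduced with wild-type KCNH2 virus (2.03 x 10^8 / mL) for 4 h at room temperature, then cultured overnight at 37 C. Thallium flux was read with FluxOr dye. Rate constants were normalized to DMSO controls.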
# MLL CXXC-DNA inh – MLL CXXC-DNA interaction inhibition | MLL-CXXC / FITC-HOXA9 DNA fluorescence polarization | Q03164 | AID 2662 | Potency, µM (series often up to 115 µM), for inactives: at the highest dose activity change, negative = inhibition, usual class: inhibitors | actives 0.037% (n = 290,000); active = well fitted inhibition curve with a large enough effect in the polarisation, with a control signal flat, not every such curve was filed as active; inconclusive = small, poorly fitted or top-dose-only effect, or effect the other way, or a change in a side signal; inactive = no such curve, though single readings can be large or run the other way; the % refers to the polarisation; note: potency is the fitted concentration of half-maximal effect
#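 Purified MLL-CXXC (added from a 7 uM solution) was preincubated 5 min at ambient with pinned compounds in 50 mM Tris-HCl pH 7.5, 50 mM NaCl, 1 mM DTT, 0.05% BSA. Fluorescein-labeled HOX-A9 DNA (50 nM solution) followed, 30 min, then polarization read.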
# * hit, by the source's call; ? = inconclusive; . = no result given; [ ] = dose if it differs, or a comment. Unless noted, calls come from the whole dose curve; as a rule, active = well fitted curve in the direction sought with a large enough effect; inconclusive = small, poorly fitted or top-dose-only effect, or another doubt; inactive = no such curve, though single readings can be large; an effect the other way counts as inactive or inconclusive. These rows are one share of the data (hit frequency here may not be typical).
SMILES,B2AR arrestin,USP2a block,Coupling enz,PKM2 activator,KCNH2 3.1 block,GALK inhibitor,Giardia killer,TRPV1 agonist,Menin-MLL TR inh,KCNH2 WT inh,MLL CXXC-DNA inh
CCN(CC)S(=O)(=O)c1cccc(NC(=O)C(=O)c2c(-c3ccccc3)cc3ccccn23)c1,0.1%,0.3%,2.4,1.6%,4.2,2.5%,-26.4,-1.4,0.7%,6.5,8.3%
O=C(NCCc1ccccc1)C(=O)NCC1OCCN1S(=O)(=O)c1ccc(F)cc1 (stereo unspecified),-4.3%,1.4%,-2.3,1.4%,-28.9,.,-9.2,-5.2,8.2%,-1.4,.
COc1ccc2nc(NC(=O)CN(C)S(=O)(=O)c3cccs3)sc2c1,0.1%,1.2%,-0.7,-6.7%,5.8,1.8%,-18.0,5.7,6.4%,0.7,0.9%
CCOc1ccc(NC(=O)Nc2cc(C(C)C)c(O)cc2C)cc1,0.0%,1.3%,-2.9,-1.3%,-4.0,4.1%,2.7,1.4,.,15.6,-9.5%
CCOCCCNS(=O)(=O)c1ccc(NC(=O)N2c3ccccc3Sc3ccccc32)cc1,0.2%,3.3%,-1.9,-3.7%,?,-2.7%,13.3,8.3,2.1%,-0.5,0.3%
COc1ccccc1CCNC(=O)c1cc(-c2ccccn2)nc2ccccc12,-0.3%,1.2%,.,.,-16.2,.,1.2,6.6,.,-2.4,.
c1csc(C(c2nnnn2C2CCCCC2)N2CCN(c3nc4ccccc4s3)CC2)c1 (stereo unspecified),-0.6%,-1.2%,2.2,-0.3%,-13.9,-2.3%,9.3,1.1,15.0%,12.9,9.0%
COCc1nc2ccccc2n1CCCOc1ccccc1,-0.2%,1.1%,-0.1,-5.6%,-18.3,-2.5%,-4.1,?,0.2%,-0.1,8.8%
CN(C)S(=O)(=O)N1CCC(Oc2ccc(C(=O)NC3CCOC(C)(C)C3)cc2)CC1 (stereo unspecified),0.6%,2.4%,.,.,-7.5,-3.3%,14.9,1.8,.,12.0,4.5%
CCC(C(=O)OCC(=O)Nc1ccc(C)c(S(=O)(=O)N2CCOCC2)c1)c1ccccc1 (stereo unspecified),-0.8%,1.3%,.,.,0.0,.,-3.9,-1.1,.,7.5,.
CC1(C)CC(=O)C=C(c2ccc3ccccc3c2)C1,6.9%,0.2%,.,.,9.3,.,-10.1,21.6,.,-3.2,.
Cc1ccc(S(=O)(=O)Nc2cc3c(C(=O)O)c(C)oc3c3ccccc23)c(C)c1,-0.8%,1.6%,-18.7,7.8%,-5.0,-1.1%,28.8,2.1,?,-2.4,-16.9%
COCC(=O)Nc1nnc(COc2ccc(Cl)cc2)s1,5.2%,0.7%,1.4,-10.2%,7.2,-1.8%,11.6,1.9,-10.0%,4.7,1.1%
C=CCn1c(SCC(=O)Nc2ccc(N(C)C)cc2)nnc1-c1cccc(C)c1,-0.3%,-0.3%,3.9,5.0%,5.2,2.3%,-2.9,1.3,-15.0%,10.2,-0.2%
C1=CCC(/C=N/n2cnnc2)CC1 (stereo unspecified),-0.3%,-2.4%,4.1,3.1%,-7.2,-0.3%,-21.9,0.8,2.0%,-8.5,18.1%
Cc1ccc(NC(=O)Nc2nnc(Cc3ccc([N+](=O)[O-])cc3)s2)cc1C,0.2%,2.5%,-0.6,-10.0%,-15.9,2.0%,25.1,-3.5,?,14.6,10.0%
CCN1CCCc2cc(CN(CCN3CCOCC3)C(=S)Nc3ccc(C)cc3)ccc21,-0.1%,-2.2%,-0.4,9.3%,-44.3,-1.8%,-24.4,9.4,-5.3%,10.8,7.1%
COCCNC(=S)N/N=C(\C)c1ccc(Cl)c(Cl)c1Cl,?,0.6%,2.3,1.3%,6.0,13.2%,-8.1,4.2,-6.3%,2.0,1.8%
COc1ccc(C(=O)Nc2cc(C)c(NC(=O)c3ccccc3OC)cn2)cc1,-0.9%,0.5%,-12.3,3.2%,-23.7,-1.2%,-14.7,-1.0,-28.9%,1.6,-2.5%
COc1ccc(CCC(=O)Nc2cc(S(=O)(=O)N3CCOCC3)ccc2OC(C)C)cc1,0.0%,3.5%,.,.,-5.1,.,-4.3,0.1,.,-6.0,.
CCOc1ccc(N2C(=O)CC(SCCN)C2=O)cc1 (stereo unspecified),-0.1%,-2.1%,-4.3,-21.6%,-1.5,4.8%,-13.6,-5.0,-13.1%,28.3,0.3%
CCCc1nc2sc3c(c2c(=O)n1NC(=O)CCCl)CCCC3,-0.3%,-3.3%,3.0,-7.7%,-2.9,5.4%,-10.9,-3.2,2.0%,10.6,31.3%[activator]
Cc1ccc(OCC(O)Cn2c(N3CCCCC3)nc3c2c(=O)[nH]c(=O)n3C)cc1C (stereo unspecified),0.1%,0.4%,0.8,0.0%,1.8,0.0%,1.9,1.2,-9.9%,2.1,-2.4%
CCOC(=O)c1cnn(-c2nc(-c3cccc(F)c3)cs2)c1C(F)(F)F,-0.6%,4.3%,-3.5,-1.9%,-14.6,-0.2%,9.1,7.5,56.1%[activator],7.3,-1.8%
O=C(CCNC(=O)c1ccccc1Cl)OCC(=O)c1ccccc1,0.2%,8.6%,-0.6,-2.0%,3.2,1.6%,9.0,-4.8,1.7%,-6.2,-3.1%
SMILES,B2AR arrestin,USP2a block,Coupling enz,PKM2 activator,KCNH2 3.1 block,GALK inhibitor,Giardia killer,TRPV1 agonist,Menin-MLL TR inh,KCNH2 WT inh,MLL CXXC-DNA inh
CCn1c(=O)c(-c2ccccc2)c(O)c2ccccc21,0.3%,1.2%,-3.2,5.7%,4.7,3.5%,1.8,-3.1,3.8%,-7.0,-5.4%
COc1cc2c(cc1OC)CN(C(=O)c1ccc(N3CCCC3)c([N+](=O)[O-])c1)CC2,0.1%,4.5%,.,.,-11.1,.,-13.9,11.1,.,1.4,.
COc1cc(NS(=O)(=O)c2ccc(N/C=C(\C=O)c3nc4cc(Cl)ccc4o3)cc2)nc(OC)n1,0.2%,-6.0%,0.1,1.4%,-4.2,-1.3%,-1.8,8.1,?,-3.8,20.5%
COc1ccc2c(c1)cc(C(=O)N[C@@H](CCSC)C(=O)N1CCC(C(=O)O)CC1)n2C,0.2%,-2.9%,1.7,.,-4.8,.,0.9,2.6,-0.9%,3.4,1.2%
N#C/C(=C\c1c(N2CCCCCC2)nc2ccccn2c1=O)C(=O)NCc1ccco1,0.2%,0.3%,-1.7,-0.3%,1.7,-0.8%,7.5,18.5,.,-1.3,5.9%
O=C(NC1CCCC1)C(c1ccccc1)N(Cc1ccco1)C(=O)Cc1cccs1 (stereo unspecified),-0.1%,0.4%,1.6,2.3%,8.8,-3.0%,-3.1,6.6,-0.1%,-2.6,14.0%
CNC(=O)c1ccccc1-c1ccccc1,-0.2%,1.4%,2.0,-5.5%,5.2,0.9%,22.0,7.1,-11.5%,-1.6,3.8%
COc1ccc(/C(O)=C2/C(=O)C(=O)N(CCN3CCOCC3)C2c2cccnc2)cc1OC (stereo unspecified),-0.8%,-1.7%,-3.7,6.0%,7.6,-0.8%,2.5,-2.4,15.4%,-7.4,0.1%
c1ccc(-n2c(-c3ccncc3)nnc2-c2ccco2)cc1,-1.2%,0.1%,1.7,-2.2%,-14.0,1.0%,-0.4,-1.3,-8.7%,-12.9,5.2%
c1ccc(Oc2cccc(OCCCCSc3ncccn3)c2)cc1,0.3%,-0.5%,2.1,-0.6%,-10.2,-0.9%,-11.9,8.9,.,17.7,-3.7%
O=C(O/N=C1\C(=O)N(c2ccccc2)c2ccccc21)C1CC1,-0.3%,-0.8%,1.7,-10.4%,-2.4,2.7%,-2.3,-7.1,11.5%,-0.1,75.0%[activator]
COc1cc(C(C)=O)ccc1OCC(=O)c1cc(C)n(C2CC2)c1C,-1.1%,-4.4%,-7.8,18.7%,7.1,1.7%,-3.3,-4.9,-9.0%,4.1,-3.0%
COC(=O)c1ccccc1S(=O)(=O)Oc1ccc(-c2ccc(C(=O)O)cc2)cc1,-0.3%,-1.2%,8.5,.,16.5,4.6%,-13.1,4.2,.,-5.5,-0.8%
Cc1ccccc1N(CC(=O)NCC1CCCO1)C(=O)CNS(=O)(=O)c1ccc(F)cc1 (stereo unspecified),3.0%,3.2%,-0.8,0.8%,7.3,0.8%,1.9,-1.9,-0.8%,-5.5,-1.1%
COc1ccccc1C(CCN(Cc1ccccc1)C(C)=O)c1ccco1 (stereo unspecified),-0.7%,5.8%,6.4,?,6.8,4.8%,-10.2,29.1,?,21.8,2.0%
CN(Cc1ccco1)C(=O)C1CCCN(c2ncnc3c2nc2n3CCCCC2)C1 (stereo unspecified),0.0%,4.9%,.,.,5.6,-7.3%,9.8,10.7,.,-3.3,23.2%
